# Screens deposited in PubChem BioAssay by National Center for Advancing Translational Sciences (NCATS).
# TDP1 cell noCPT: qHTS for Inhibitors of human tyrosyl-DNA phosphodiesterase 1 (TDP1): qHTS in cells in absence of CPT | DT40 Tdp1-/- hTDP1 cells, no CPT, ATP luminescence, 48 h | Potency, µM (series often up to 46.2 µM), inactives show at the highest dose activity change, negative = growth inhibition, hits mostly inhibitors | 420,000 compounds, 15% hits; also: nearly all actives have a fitted effect of over 55% in size
#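 Stably hTDP1-transfected Tdp1-null chicken DT40 cells were treated with library compounds minus camptothecin and grown for at least 48 hr at 37 °C, after which cellular ATP was quantified by luminescence.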
# KAT2A inh: blocks human GCN5L2 histone acetyltransferase; AID 504327; 390,000 compounds, 0.21% hits; Potency, µM (highest dose often 58.9 µM), for inactives: at the top dose activity change, negative = inhibition, actives largely listed as inhibitors; GCN5L2 HAT assay, ThioGlo1 CoA-SH fluorescence
# Target sequence (Q92830 whole entry, looked up): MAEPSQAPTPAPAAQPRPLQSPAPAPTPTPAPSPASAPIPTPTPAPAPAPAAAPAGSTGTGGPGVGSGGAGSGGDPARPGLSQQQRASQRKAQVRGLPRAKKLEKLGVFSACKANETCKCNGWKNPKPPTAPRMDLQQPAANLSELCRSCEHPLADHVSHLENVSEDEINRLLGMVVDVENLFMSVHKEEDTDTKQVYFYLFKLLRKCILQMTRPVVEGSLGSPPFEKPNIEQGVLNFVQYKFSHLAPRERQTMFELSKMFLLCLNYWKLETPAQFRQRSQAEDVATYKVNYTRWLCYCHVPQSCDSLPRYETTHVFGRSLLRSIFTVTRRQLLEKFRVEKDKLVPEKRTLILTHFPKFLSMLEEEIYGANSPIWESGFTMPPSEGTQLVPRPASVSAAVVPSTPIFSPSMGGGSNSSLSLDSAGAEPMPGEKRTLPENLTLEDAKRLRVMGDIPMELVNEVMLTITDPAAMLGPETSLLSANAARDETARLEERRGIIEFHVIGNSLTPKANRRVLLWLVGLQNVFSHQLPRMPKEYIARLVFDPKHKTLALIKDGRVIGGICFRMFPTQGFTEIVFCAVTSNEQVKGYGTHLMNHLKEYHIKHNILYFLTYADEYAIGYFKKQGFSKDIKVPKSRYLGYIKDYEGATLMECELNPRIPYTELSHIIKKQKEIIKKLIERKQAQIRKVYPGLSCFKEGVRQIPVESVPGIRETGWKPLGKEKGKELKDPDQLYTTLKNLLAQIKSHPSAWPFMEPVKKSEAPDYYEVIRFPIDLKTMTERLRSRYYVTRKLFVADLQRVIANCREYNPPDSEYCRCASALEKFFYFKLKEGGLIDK
#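 GCN5L2 (20nM final) in 50mM HEPES, 0.1mM EDTA pH 7.5, 0.01% Tween-20 was preincubated 15 min at room temperature with compound, then given ThioGlo1 (50uM), H3(1-25) peptide (75uM) and acetyl-CoA (70uM); CoA-thiol fluorescence (Ex340/Em540) was read at 0 and 20 min.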
# TDP1 cell CPT: growth inhibition of DT40 Tdp1-/-;hTDP1 cells with camptothecin (screen for TDP1 inhibitors). chicken DT40 Tdp1-/-;hTDP1 cells + 20 nM CPT, ATP luminescence, 48 h. Potency, µM (top dose mostly 46.2 µM), inactives show at the highest dose activity change, negative = growth inhibition, hits mostly inhibitors. 420,000 compounds, 12% hits. AID 686979; also: nearly all actives have a fitted effect of over 55% in size
#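 Cell growth measured by CellTiter-Glo luminescence after a minimum 48 h, 37 C compound exposure with 20 nM CPT in Tdp1-knockout DT40 cells stably expressing hTDP1, seeded 400/well; qHTS titration format.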
# Starred values were filed as active, the others as inactive; u = inconclusive; x = no result given; & = joins results of further samples; [ ] = another dose, or the depositor's remark. Calls follow the shape of the dose curve; as a rule, active = well fitted curve in the direction sought with a large enough effect; inconclusive = small, poorly fitted or top-dose-only effect, or another doubt; inactive = no such curve, though single readings can be large; an effect the other way counts as inactive or inconclusive. % is scaled to controls: 0 for no effect and ±100 for the full control effect; potency is read from the fitted curve at half-maximal effect.
SMILES,TDP1 cell noCPT,KAT2A inh,TDP1 cell CPT
Cc1ccc(Nc2nnc(C)c(=O)[nH]2)cc1,-22%,0%,0%
COc1cc(C(=O)Nc2ccccc2SCc2cc(=O)n3nc(C)sc3n2)cc(OC)c1OC,0%,-3%,u
CCCCn1c(N)c(N(CC(C)C)C(=O)c2cccc(S(=O)(=O)N3CC(C)OC(C)C3)c2)c(=O)[nH]c1=O (stereo unspecified),-4%,-2%,19%
CC(C)Oc1ccc(OCCSc2nc3ccccc3n2CC(=O)O)cc1,-13%,1%,-5%
Cc1cc(C)n(C(=O)c2ccc(Cn3nc(C)c(Br)c3C)o2)n1,0%,-8%,-10%
COC(=O)C1C(=O)CC(C)(O)C(C(=O)OC)C1/C=C/c1ccccc1 (stereo unspecified),-23%,-16%,10%
O=C(CCc1nnc2n(Cc3ccccc3Cl)c(=O)c3ccccc3n12)NCCCN1CCOCC1,-20%,-4%,1%
Cc1cnc(SCC2CCCO2)nc1C1CCCN(C(=O)C2=NNC(=O)CC2)C1 (stereo unspecified),-4%,x,-2%
c1ccc2[nH]c(-c3nc4ccccc4[nH]3)nc2c1,u,-2%,u
COc1ccc2cc(C(=O)/C=C/c3cc(OC)c(O)c(OC)c3)ccc2c1,9.2µM*,-16%,10µM*
CC1CCN(C2CCN(C(=O)c3ccccc3F)CC2)CC1,-13%,-2%,13%
COc1ccc2nc(C)cc(SCC(=O)NNC(=O)COc3ccccc3)c2c1,u,u,u

# Record cards, as listed above. Values in the order: TDP1 cell noCPT, KAT2A inh, TDP1 cell CPT
# Profile of COc1ccc2cc(C(=O)/C=C/c3cc(OC)c(O)c(OC)c3)ccc2c1 = 9.2µM*, -16%, 10µM*
# Profile of Cc1ccc(Nc2nnc(C)c(=O)[nH]2)cc1 = -22%, 0%, 0%
# Profile of CC(C)Oc1ccc(OCCSc2nc3ccccc3n2CC(=O)O)cc1 = -13%, 1%, -5%
# Profile of COc1cc(C(=O)Nc2ccccc2SCc2cc(=O)n3nc(C)sc3n2)cc(OC)c1OC = 0%, -3%, u

# New compounds follow.
SMILES,TDP1 cell noCPT,KAT2A inh,TDP1 cell CPT
CCn1c(-c2ccccc2F)nc2cc(C(=O)N3CCNC(=O)C3CC(=O)OC)cc(NC(C)=O)c21 (stereo unspecified),1%,x,-3%[9.04 µM]
CCCCN1C(=O)c2ccc(C(=O)NC3=NCCS3)cc2C1=O,-30%,3%,4%
Cc1cccc(C)c1OCC(=O)N/N=C/c1cccnc1,15µM*,0%,u
COc1cccc(NC(=O)C(=O)c2cn(CC(=O)N3CCCC3)c3ccccc23)c1,u,-1%,u
CCC(O)c1cnc(OCc2ccccc2)nc1OCc1ccccc1 (stereo unspecified),18µM*,x,u
C[n+]1ccccc1/C=C/c1cc(Br)ccc1O,-3%,-15%,-3%
S=C(NCCc1ccccc1)N/N=C/c1cccs1,u,x,u
C(=N\N1CCN(Cc2ccccc2)CC1)/c1ccc(-c2ccccc2)cc1,u,13%,-30%
O=C(c1ccc(N2C(=O)C3C4c5ccccc5C(c5ccccc54)C3C2=O)cc1)N1CCOCC1 (stereo unspecified),-19%,2%,2%
Cc1ccc(C)c(N2CCN(S(=O)(=O)c3ccc4[nH]c(=O)c(=O)[nH]c4c3)CC2)c1,-2%,1%,-6%
CC1=C(C(=O)NCc2ccccc2F)C2(CCCCC2)OC1=O,-18%,-13%,-9%
COc1ccc(CN2CCN(C(C)C(=O)N(C)Cc3cccc(F)c3)CC2)cc1OC (stereo unspecified),u,2%,-24%
Cc1sc2ccc3sccc3c2[n+]1C,21µM*,-3%,8.2µM*
CCN(CC)S(=O)(=O)c1ccc(NC(=O)COc2c(OC)cccc2OC)cc1,u,-3%,u
N#C/C(=C/c1ccc(N2CCOCC2)o1)c1ccc(Cl)cc1,15µM*,-22%,u
COc1ccc(CC(=O)Nc2ccc(C(C)=O)cc2)cc1,-29%,-9%,-14%
O=C(NCC(c1ccco1)N1CCN(c2ccccc2F)CC1)C(=O)NC1CC1 (stereo unspecified),-12%,1%,-9%
CC1CCCCN1c1nnc(NC(=O)Nc2ccccc2F)s1 (stereo unspecified),21µM*,-5%,u
CCCCc1nn2c(=O)cc(COC(=O)c3ccccc3NC(=O)c3ccccc3OC)nc2s1,2%,0%,-2%
CN(C(=O)CSc1nc2cc([N+](=O)[O-])ccc2n1-c1ccc(F)cc1)C1CCS(=O)(=O)C1 (stereo unspecified),-18%,4%,u
COc1ccc2c(c1)CCc1c(C(=O)Nc3ccn(Cc4ccc(C)cc4)n3)noc1-2,u,-10%,-29%
O=C(Nc1ccc(Cc2ccncc2)cc1)C1CCC(N2C(=O)C3CC=CCC3C2=O)CC1 (stereo unspecified),16µM*,-1%,21µM*
COc1ccc(-c2csc(NC(=O)Cn3nc(C)cc3C)n2)cc1,-5%,u,-28%
Cc1cccc(NC(=S)NC(=O)CC2CC(C)(C)OC2=O)c1 (stereo unspecified),-19%,0%,-8%
CCN(CC)CCN(C(=O)c1ccc(S(=O)(=O)N(C)C2CCCCC2)cc1)c1nc2ccc(OC)cc2s1,-5%,-6%,u
COc1cccc(CCNC(=O)c2cc(COc3ccc(C)c(C)c3)on2)c1OC,15µM*,x,u
COc1ccc(CCNC(=O)C(=O)NCc2ccc(C)cc2)cc1OC,-2%,-2%,6%
COc1ccc(-c2coc3c(C(=O)NCc4cccc(Cl)c4)cccc23)c(C)c1,15µM*,x,15µM*
Cc1ccc(N(CC(=O)Nc2cc(C)ccc2C)S(=O)(=O)c2c(C)noc2C)cc1,23µM*,-6%,u
CCCc1nc2sc3c(N4CCCCC4)ncnc3c2c2c1CCCC2,1%,-2%,-6%
CCc1nnc(NC(=O)C2CCN(S(=O)(=O)Cc3ccccc3)CC2)s1,-34%,-8%,-13%
COc1ccc(-c2csc(Nc3ccccc3)[n+]2Cc2ccccc2)cc1,15µM*,-7%,u
Cn1c(=O)c2[nH]c(Cc3cccc4ccccc34)nc2n(C)c1=O,16µM*,x,u
COc1ccc(CNC(=O)C2CCCN(c3nn4c(=O)cc(C)nc4s3)C2)cc1 (stereo unspecified),-4%,-8%,1%
Cc1cc(C)cc(Oc2nc(C(F)(F)F)nc3ccccc23)c1,21µM*,-5%,18µM*
COCCn1c(=S)[nH]c2cc(C(=O)N(CCO)Cc3ccccc3)ccc2c1=O,0%,-7%,-26%

# Sorted by number of heavy atoms (low to high): some entries from above
SMILES,TDP1 cell noCPT,KAT2A inh,TDP1 cell CPT
COc1ccc(CCNC(=O)C(=O)NCc2ccc(C)cc2)cc1OC,-2%,-2%,6%
COc1ccc(-c2csc(Nc3ccccc3)[n+]2Cc2ccccc2)cc1,15µM*,-7%,u
COc1ccc2nc(C)cc(SCC(=O)NNC(=O)COc3ccccc3)c2c1,u,u,u
COc1cccc(CCNC(=O)c2cc(COc3ccc(C)c(C)c3)on2)c1OC,15µM*,x,u
O=C(CCc1nnc2n(Cc3ccccc3Cl)c(=O)c3ccccc3n12)NCCCN1CCOCC1,-20%,-4%,1%

# Continuation:
SMILES,TDP1 cell noCPT,KAT2A inh,TDP1 cell CPT
O=C(Nc1ccccc1-c1ccccc1)C1CCCN(c2ncccn2)C1 (stereo unspecified),-21%,-12%,6%
COC(=O)c1ccc(N2C(=O)CC(N(C)CCc3ccc(OC)c(OC)c3)C2=O)cc1 (stereo unspecified),-21%,-8%,-30%
COc1cccc(/C=N/n2c(SC)nnc2-c2ccccc2)c1O,16µM*,-8%,10µM*
Cc1ccccc1NC(=S)N(Cc1ccccn1)Cc1ccccc1Cl,u,-5%,u
CN(C)CCNC(=O)c1ccc2c(c1)N(Cc1c(F)cccc1Cl)C(=O)c1ccccc1S2,23µM*,3%,16µM*
Cc1cc(C)c(S(=O)(=O)Nc2cc(Cl)c3oc4c(c3c2)C(=O)CCC4)cc1C,-11%,-5%,-14%
CCN(CC)C(=O)c1ccc(Nc2nnc(-c3ccc(O)cc3)c3ccccc23)cc1,u,-4%,u
O=C1CCC(=O)N1CC(=O)N1c2ccccc2Sc2ccccc21,-11%,-9%,-1%
CCOc1ccc(N2CC(C(=O)Nc3ccc(S(=O)(=O)N4CCCCC4)cc3)CC2=O)cc1 (stereo unspecified),-26%,2%,u
Cn1nccc1C(=O)N/N=C/c1c(O)ccc2ccccc12,3.3µM*,-22%,4.6µM*
CCOC(=O)c1ccc(NC(=O)c2c(NCc3cc(OC)ccc3OC)sc3c2CCC3)cc1,u,4%,16µM*
Cc1ccc(CCNC(=O)C2CCCN(S(=O)(=O)c3c(C)noc3/C=C/N(C)C)C2)cc1 (stereo unspecified),u,-4%,u
Cc1cnn(-c2cc(N/N=C/c3ccccc3Cl)ncn2)c1,u,1%,u
CC(C)(C)NC(=O)C(C1CC1)n1c(-c2ccccc2)nc2ccccc21 (stereo unspecified),8.2µM*,x,10µM*
COc1cc(-n2c(=O)c3ccccc3n(Cc3cccc(C)c3)c2=O)cc(OC)c1OC,11%,0%,1%
COc1ccc(S(=O)(=O)Nc2c(C)cc(C)cc2C)c2cccnc12,-17%,-7%,-20%
COc1ccc(S(=O)(=O)N2CCCCC2)cc1NC(=O)Cc1c[nH]c2ccccc12,15µM*,-6%,u
CC1(C)CC(=O)C(C=Nc2cc(C(=O)c3ccccc3)ccc2N)=C(O)C1,-22%,-10%,-3%
O=[N+]([O-])c1cc(C(F)(F)F)ccc1N1CCCC(O)C1 (stereo unspecified),-25%,-5%,0%
Cc1cc(OCc2cc(C(=O)NCC3(C)COC3)no2)cc(C)c1Cl,u,3%,u
O=C(COc1ccc(Cl)cc1Cl)NCCCn1ccnc1,-14%,-3%,-17%
Cc1nn(-c2ccccc2)c(C)c1/C=C/C(=O)OCC(=O)Nc1ncc(Cl)cc1Cl,u,2%,-15%
Cc1ccc(S(=O)(=O)NCCC(=O)N2CCC(C)CC2)cc1,9%,-1%,10%
CC(C)C1C(=O)N(Cc2cn(CCC3OCCCO3)nn2)CCS(=O)(=O)N1Cc1ccc(-c2ccc(Cl)cc2)cc1 (stereo unspecified),23µM*,x,u
CC(OC(=O)C1=COCCO1)C(=O)c1ccc(Br)cc1 (stereo unspecified),-7%,-4%,-11%
COc1cccc(NC(=O)CC2C(=O)NC3CCCCC3N2C(=O)c2ccc(F)cc2)c1 (stereo unspecified),-16%,1%,2%
COc1cccc(CNc2cnc3ccccc3c2)c1O,16µM*,-8%,12µM*
O=C(N/N=C/c1ccc(-c2ccc(Cl)c(C(=O)O)c2)o1)c1cc2c(ccc3ccccc32)o1,22%,-27%,23%
COc1ccc(CNC(=O)c2cccc3c(-c4ccc(F)c(F)c4)coc23)cc1OC,12µM*,x,21µM*
Cc1[nH]nc2c1C(c1cc(Br)cs1)C(C#N)=C(N)O2 (stereo unspecified),5.2µM*,-9%,4.1µM*
O=C(Nc1ccc2c(c1)OCCO2)c1ccccc1,-25%,-17%,-27%
Cc1ccc(NC(=O)CN2CCN(C(=O)C3CC3)CC2)c(F)c1,-17%,x,-17%
CCS(=O)(=O)N1CCN(C(=O)c2ccco2)CC1,0%,-11%,2%
CC(C)(C)NC(=O)C(c1ccc(F)cc1)N(Cc1cccs1)C(=O)c1ccc(CN2CCOCC2)o1 (stereo unspecified),u,u,-7%
COc1ccc(N2CCN(C(=O)CN(C)S(=O)(=O)c3cccs3)CC2)cc1,u,-4%&-5%,u
NC(=O)CSc1nnc(-c2ccccc2)c(-c2ccccc2)n1,2%,3%,-4%

# Only KAT2A inh, for 5 of the compounds above:
Structure	KAT2A inh
NC(=O)CSc1nnc(-c2ccccc2)c(-c2ccccc2)n1	3%
CC(C)(C)NC(=O)C(c1ccc(F)cc1)N(Cc1cccs1)C(=O)c1ccc(CN2CCOCC2)o1 (stereo unspecified)	u
O=C(N/N=C/c1ccc(-c2ccc(Cl)c(C(=O)O)c2)o1)c1cc2c(ccc3ccccc32)o1	-27%
COc1cccc(NC(=O)CC2C(=O)NC3CCCCC3N2C(=O)c2ccc(F)cc2)c1 (stereo unspecified)	1%
O=C(Nc1ccc2c(c1)OCCO2)c1ccccc1	-17%

# Following part:
SMILES,TDP1 cell noCPT,KAT2A inh,TDP1 cell CPT
O=C(c1ccccc1)c1nc[nH]c1C(=O)Nc1ccccc1,u,-3%,u
CCC(C)c1ccc(NC(=S)NC(C)C2CCCO2)cc1 (stereo unspecified),26µM*,-1%,-18%
CCOC(=O)c1c(C)[nH]c(C(=O)COC(=O)c2ccccn2)c1C,2%,-12%,-1%
Cc1cc(C)cc(Oc2ccc(S(=O)(=O)N3CCN(C)CC3)cn2)c1,u,2%,-20%
COc1cc2ccnc(Cc3cccc(OC)c3OC)c2cc1OC,13µM*,u,u
CCN(CC)S(=O)(=O)c1cccc(-c2n[nH]c(=S)n2/N=C/c2ccc(OC(F)F)cc2)c1,-22%,7%,-29%
COc1cc(CCC(=O)Nc2ncc(C)s2)cc(OC)c1OC,-15%,2%,4%

# Only part of the results is shown; the hit share may differ from the screen's.
